Bioassay records as filed in PubChem.
Gli-Sufu block: Gli-Sufu pathway antagonism; Sufu-KO-LIGHT fibroblasts, Gli luciferase reporter luminescence; inhibition, % at 5 µM; 340,000 tested, 0.74% active; AID 588413;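 active = inhibition above about 55%, limit read from the data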;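 also: 0% = DMSO-treated cells and 100% = wells with medium but no cells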
A3A deaminase: blocks human APOBEC3A ssDNA deamination | 330,000 tested, 0.41% active | inhibition, % at 20 µM | P31941 | recombinant A3A, FAM/TAMRA ssDNA deamination fluorescence | AID 493011;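 active = at least 40% inhibition at 20 µM here, with at most 30% in a related deaminase screen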;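 also: plate controls were A3A with DMSO for no effect and wells lacking A3A enzyme for full effect; some results filed as inactive read as strong as hits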
Target sequence (P31941 whole entry, looked up): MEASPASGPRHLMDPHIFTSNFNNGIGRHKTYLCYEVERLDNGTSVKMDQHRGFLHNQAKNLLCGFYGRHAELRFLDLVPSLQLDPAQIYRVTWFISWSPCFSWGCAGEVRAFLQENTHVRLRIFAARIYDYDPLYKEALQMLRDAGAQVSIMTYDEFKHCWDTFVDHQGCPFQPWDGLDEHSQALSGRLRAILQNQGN
APOBEC3G inh: blocks human APOBEC3G single-stranded DNA deamination; 330,000 tested, 0.28% active; Q9HC16; AID 493012; recombinant A3G, ssDNA deamination FAM/TAMRA fluorescence; inhibition, % at 20 µM;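 active = inhibition of at least 40% at 20 µM, with no more than 30% in the related APOBEC3A deaminase screen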;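 also: plate controls were DMSO wells with A3G for no effect and wells lacking A3G enzyme for full effect; some compounds called inactive have numbers as strong as hits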
MPTP block: blocks calcium-induced mitochondrial swelling; inhibition, % at 10 µM; 360,000 tested, 1.4% active; AID 602449; isolated mouse mitochondria, Ca2+ swelling absorbance, 30 min;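 active = inhibition of 50% or more, scaled per plate between neutral and stimulator controls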;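 also: 0% = DMSO wells given calcium and 100% = 1 mM EGTA wells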
GRIN3A LBD mod: modulators (binders) of human NR3A ligand-binding domain; NR3A LBD differential scanning fluorimetry, Tm shift; 0% = protein alone, 100% = glycine-bound protein; Tm shift relative to glycine control, % at 25 µM; 340,000 tested, 2.5% active; AID 1259313;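 active = melting temperature shift of at least 10% of the positive control shift, at one fixed dose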
CXCR6 inh: CXCR6 (human) receptor inhibition; O00574; CHO-K1 PathHunter CXCR6 beta-arrestin, luminescence; inhibition, % at 20 µM; 360,000 tested, 0.36% active; AID 602244; in the data active = inhibition above about 34%, passing the limit was not always enough;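 also: antagonist mode with CXCL16 agonist at 10 nM final; 0% = 10 nM CXCL16 with DMSO and 100% = unstimulated wells without agonist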
EBI2 block: EBI2 (human) antagonism. inhibition, % at 5 µM. 360,000 tested, 0.81% active. EBI2 beta-arrestin recruitment, luminescence, 7a,25-OHC stimulated; in the data active = inhibition above about 38%;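 also: enzyme fragment complementation signal reports receptor beta-arrestin coupling in cells; 0% = agonist plus DMSO wells and 100% = wells without agonist; some results beyond the cut were filed as inactive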
Target sequence (P32249 whole entry, looked up, the tested form may be a part): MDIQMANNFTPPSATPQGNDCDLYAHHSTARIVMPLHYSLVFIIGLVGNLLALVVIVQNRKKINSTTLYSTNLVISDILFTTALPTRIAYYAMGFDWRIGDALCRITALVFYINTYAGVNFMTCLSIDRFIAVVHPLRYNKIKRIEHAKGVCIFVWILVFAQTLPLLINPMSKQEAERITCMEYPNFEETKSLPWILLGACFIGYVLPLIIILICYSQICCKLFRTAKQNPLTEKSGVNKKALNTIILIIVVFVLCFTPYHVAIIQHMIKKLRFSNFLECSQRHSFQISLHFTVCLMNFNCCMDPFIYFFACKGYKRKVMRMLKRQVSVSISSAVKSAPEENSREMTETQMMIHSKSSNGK
CCR6 antagonist: blocks CCL20-driven beta-arrestin recruitment at human CCR6 | P51684 | CHO-K1 CCR6 PathHunter beta-arrestin, luminescence, CCL20-stimulated | inhibition, % at 20 µM | 340,000 tested, 0.49% active | AID 493098;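 active = compounds whose inhibition of the agonist-driven luminescence signal at 20 µM reaches about 50%, limit read from the data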;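 also: cells stimulated with CCL20 at 14 nM final; plate controls were DMSO with CCL20 for no effect and DMSO without agonist for full effect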
Target sequence (P51684 whole entry, looked up): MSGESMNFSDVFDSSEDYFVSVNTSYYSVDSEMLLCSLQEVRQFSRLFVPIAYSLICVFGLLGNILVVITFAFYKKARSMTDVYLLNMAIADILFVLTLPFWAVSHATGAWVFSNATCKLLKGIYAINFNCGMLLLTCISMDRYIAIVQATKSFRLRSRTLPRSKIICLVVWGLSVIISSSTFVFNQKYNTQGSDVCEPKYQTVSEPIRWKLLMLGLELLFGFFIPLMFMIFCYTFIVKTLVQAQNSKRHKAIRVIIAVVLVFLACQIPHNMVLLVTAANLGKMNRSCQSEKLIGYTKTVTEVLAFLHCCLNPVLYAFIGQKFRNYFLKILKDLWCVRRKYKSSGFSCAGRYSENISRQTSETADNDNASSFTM
An asterisk follows results filed as active; nt = not tested or not shown.

SMILES | Gli-Sufu block | A3A deaminase | APOBEC3G inh | MPTP block | GRIN3A LBD mod | CXCR6 inh | EBI2 block | CCR6 antagonist
COc1ccccc1NC(=O)N1CCC(C(=O)c2ccc(Cl)cc2)CC1 | -5 | -3 | -5 | -2.6 | -3 | -3 | 17 | 0
CCNC(=S)NCC | 2 | nt | nt | -1.1 | 1 | -2 | -3 | -7
O=C(CCc1nc2ccccc2s1)NC1CCOC1=O (centres undefined) | 2 | 4 | -4 | 2.2 | -1 | -1 | -9 | 1
Cc1ccc(C)c(-n2nnnc2SCC(=O)NNC(=O)c2ccco2)c1 | -2 | -1 | -10 | 0.3 | 0 | 12 | -5 | 6
CN(C)S(=O)(=O)c1cc(S(=O)(=O)N(C)C)c(Cl)cc1N | -1 | -2 | 0 | -1.0 | 0 | 2 | -1 | 1
COC/C=C/C1=CC2=CC(=O)C(C)(OC(=O)c3cnc4ccccc4n3)C(=O)C2=CN1CC1CC1 (centres undefined) | 8 | 0 | -5 | -0.7 | -3 | -8 | -15 | 4
Cn1cc(Cl)c(C(=O)NC(=S)Nc2sc3c(c2C#N)CCCCC3)n1 | -10 | -5 | 4 | 83* | -1 | 11 | 16 | 24
CN(C(=O)C1CCN(S(=O)(=O)c2cccc3nonc23)CC1)C1CCCCC1 | -23 | -1 | 2 | -1.1 | 3 | 6 | -8 | 1
O=C(Cc1ccc(Nc2nc3ccc(Br)cc3[nH]2)cc1)NCCc1cccs1 | 2 | 3 | 19 | 6.1 | 8 | -16 | 22 | 0
CCOc1ccc(S(=O)(=O)N(CC(=O)O)c2ccccc2)cc1 | 8 | 2 | 0 | -1.0 | 0 | -1 | -16 | -7
O=C(OCc1nc2ccccc2s1)c1ccco1 | -1 | -1 | -4 | -1.5 | 0 | -4 | -4 | 3
O=C(NNC(=O)c1ccc(Oc2cc(Cl)cc(Cl)c2)o1)c1ccccc1 | 0 | 0 | 7 | 1.7 | 2 | 3 | 9 | 10
Oc1ccc(C[C@H]2CNC(=S)N2CC2CCCN2C[C@H](Cc2ccc(O)cc2)N2C[C@H](Cc3ccccc3)N(CC3CCCCCC3)C2=S)cc1 (some centres undefined) | 31 | nt | nt | -0.1 | 20* | 14 | 26 | 19
Cc1cc(=O)oc2c(C)c(OC(C)C(=O)N3CC[C@@]4(O)CCCC[C@H]4C3)ccc12 (some centres undefined) | -7 | -3 | -8 | 0.0 | 0 | -4 | 2 | 4
CCN(Cc1ccccc1)C(=O)Cn1cnc2c1c(=O)n(C)c(=O)n2C | 59* | -3 | -5 | 0.2 | -8 | -3 | 0 | -8
CC(C)c1nc(N2CCOCC2)c(C#N)c2c1COC(C)(C)C2 | -10 | -3 | -5 | -0.3 | -1 | -2 | -7 | 12
Cc1cccn2c(=O)c3cc(C(=O)NC(C)C)c(=N)n(Cc4ccncc4)c3nc12 | -8 | 0 | 1 | -1.1 | -1 | 4 | 3 | 0
COc1ccc(Nc2ccc(N3C(=O)CC(C)C3=O)cc2[N+](=O)[O-])cn1 (centres undefined) | 8 | 5 | -9 | 2.5 | 0 | -19 | -9 | 12
C=CCc1cccc(CNc2c(C)cc(C)cc2C)c1O | 8 | 1 | 7 | 0.9 | 5 | -6 | 11 | 2
Cc1nnc(SCC(=O)Nc2ncc3c(n2)CC(C)(C)CC3=O)s1 | -6 | 0 | -1 | -0.7 | -2 | -1 | -6 | -27
N#Cc1c(SCC(=O)Nc2nccs2)nc2c(c1-c1ccco1)CCCC2 | 5 | -2 | -4 | 7.4 | -2 | 1 | 18 | 7
CC1CC(C)CN(C(=O)COC(=O)Cc2ccc(Cl)cc2)C1 (centres undefined) | 1 | -3 | -10 | 1.1 | -2 | 5 | -6 | 12
CCOC(=O)C1=C(CC)OC(N)=C(C#N)C1c1ccsc1 (centres undefined) | -8 | -1 | -4 | -0.4 | -4 | 7 | -7 | -7
Cn1c(CN2CCCC2)nc2cc(NC(=O)Nc3ccccc3)ccc21 | -20 | 3 | -2 | -0.3 | -8 | -1 | -6 | 4
COc1cccc(NC(=O)[C@@H]2CCCN2C(=O)[C@@H]2Cc3ccccc3CN2C(=O)OC(C)(C)C)c1 | -1 | -3 | -6 | 1.0 | -1 | 3 | -1 | -4
Next structures.
SMILES | Gli-Sufu block | A3A deaminase | APOBEC3G inh | MPTP block | GRIN3A LBD mod | CXCR6 inh | EBI2 block | CCR6 antagonist
O=C(Cc1ccccc1)NC(=S)Nc1cc(C(F)(F)F)ccc1Cl | 14 | 2 | 3 | 3.0 | -6 | -8 | 25 | -4
Oc1ccc(Nc2nc(-c3ccc4ccccc4c3)cs2)cc1 | nt | 0 | -7 | 2.8 | nt | -8 | 30 | nt
CCCCCCCCCCCCCCCC(O)C[N+](C)(C)CCO (centres undefined) | 9 | nt | nt | 2.0 | -11 | 21 | 1 | 34
Cc1onc(-c2c(F)cccc2Cl)c1C(=O)NCCCN1CCOCC1 | 5 | 1 | -4 | -0.9 | -1 | -1 | 4 | 4
c1nc(N2CCOCC2)c2[nH]cnc2n1 | 0 | -4 | -5 | 0.8 | 4 | 11 | -13 | 15
COc1cc(CNCc2ccc(OC)cc2OC)cc(OC)c1 | 23 | -4 | 6 | 3.3 | -2 | 10 | 9 | 7
CC(C)(C)c1ccc(NC(=O)Nc2ccc3ccccc3n2)cc1 | -13 | 1 | -2 | 1.4 | 0 | 3 | 2 | -13
C=CCc1ccc(OCCn2nnc3ccccc32)c(OC)c1 | -114 | -3 | 24 | 40 | -3 | 4 | 2 | 11
O=C1OCCC1Sc1nnnn1-c1ccccc1 (centres undefined) | 0 | -4 | -5 | -1.5 | 0 | 1 | -4 | -28
O=c1[nH]c(/C=C/c2ccc(Br)cc2)nc2ccccc12 | 16 | -1 | -5 | 3.9 | -2 | -2 | -7 | 15
COc1ccc2cc(CN(CC3CCCO3)C(=O)Nc3ccccc3OC)c(=O)[nH]c2c1 (centres undefined) | 0 | 2 | -9 | 1.2 | 0 | -8 | 2 | -9
Cc1c(Nc2c3ccccc3nc3ccccc23)c(=O)n(-c2ccccc2)n1C | 3 | 4 | 4 | 2.2 | -1 | 8 | -1 | 5
COc1cccc2cc(-c3ccccc3)c(=O)oc12 | -106 | -5 | -8 | 1.9 | 2 | 6 | -2 | -4
COC(=O)C1CCCCN1C(=O)c1cc(COc2cccc3cnccc23)on1 (centres undefined) | nt | -1 | -6 | 93* | nt | -2 | -4 | nt
Cc1c[n+]([O-])cc(C)c1Oc1ccccc1 | -2 | -1 | -4 | -0.5 | 0 | 6 | 1 | 4
CC(C)NC(=S)N1CCCN(c2ncccc2[N+](=O)[O-])CC1 | -2 | -3 | -6 | -0.1 | 3 | 2 | -6 | 3
COc1ccc2c(c1)-c1nc(NC(=O)c3cccs3)sc1CC2 | -8 | -1 | -4 | 4.7 | 3 | -6 | 30 | 22
CS(=O)(=O)NCCC1=CCCCC1 | 0 | -3 | -4 | 1.0 | -1 | -9 | -1 | -8
CC(C)(C)OC(=O)N1CCCC(C(=O)Nc2ccc(C(=O)NC3CC3)cc2)C1 (centres undefined) | 1 | nt | nt | 168* | 1 | -4 | -7 | 5
COc1ccc(NC(=O)c2ccc(S(=O)(=O)C(F)F)cc2)c(OC)c1 | -7 | -6 | -12 | -2.1 | -1 | -5 | 22 | 18
COc1ccc(NCC(=O)Nc2ccccc2C#N)cc1Cl | 2 | -2 | -4 | 0.5 | -6 | 5 | 5 | -1
O=C(c1cccc(F)c1)N1CCCc2ccccc21 | 32 | -7 | -5 | -0.5 | 5 | 0 | 5 | 5
Nc1ccc(S(=O)(=O)c2ccccc2)nc1 | 2 | -4 | -9 | 5.8 | 5 | 11 | -10 | -6
O=Cc1c(Cl)[nH]c(=O)n1-c1ccccc1 | 3 | 6 | 1 | -0.2 | 1 | 2 | 6 | -6
COc1ccc(Cl)cc1NC(=O)CN(C)CC(=O)Nc1ccccc1C(F)(F)F | 1 | 4 | -8 | -1.4 | 1 | 2 | 5 | 11
(list continues)
SMILES | Gli-Sufu block | A3A deaminase | APOBEC3G inh | MPTP block | GRIN3A LBD mod | CXCR6 inh | EBI2 block | CCR6 antagonist
COCCn1c(=S)[nH]c2cc(C(=O)N3CCN(c4ccc(F)cc4)CC3)ccc2c1=O | 12 | -6 | -10 | -1.4 | 3 | 9 | 5 | 0
COc1ccc(C2(C(=O)N3CCOCC3)CCOCC2)cc1OC | -2 | -2 | -4 | -1.8 | 1 | -5 | -1 | -10
Cc1ccc(NC(=O)Cn2ncn3c(cc4ccccc43)c2=O)cc1F | -25 | 5 | -3 | 1.0 | -13 | -3 | 3 | 14
Cc1c(C(=O)N2CCN(C/C=C/c3ccccc3)CC2)oc2c(F)cccc12 | -4 | 2 | -1 | 0.4 | 2 | 3 | 32 | 13
CC(=O)Nc1ccc(-c2csc(Nc3ccccn3)n2)cc1 | -129 | -3 | -8 | 0.3 | 30* | -6 | 2 | 4
COc1ccccc1N1C(=O)CC1(C#N)c1ccc(OCc2ccccc2)cc1 (centres undefined) | 5 | -4 | -6 | 14 | -6 | 9 | 21 | 1
COc1ccc(C(c2oc(CO)cc(=O)c2O)c2oc(CO)cc(=O)c2O)cc1OC | 5 | -6 | -8 | 3.3 | 0 | 0 | -9 | 2
Cc1cc(C)c[n+](CC(=O)c2ccc(C)c([N+](=O)[O-])c2)c1 | nt | -5 | -7 | 1.5 | 2 | -2 | 0 | 6
COc1cccc(CN(C)CC(=O)Nc2sc3c(c2C#N)CCC3)c1OC | 4 | 5 | 2 | 30 | -1 | -15 | -8 | 1
CC(=NNC(=O)COc1cccc(C)c1)c1cccnc1 | -17 | -3 | -4 | -3.2 | 1 | -1 | 1 | 8
Cc1c(C=O)c2cc(OCc3ccccc3)ccc2n1C | -52 | -7 | -9 | 1.5 | 0 | 8 | 4 | 14
Cc1ccccc1NS(=O)(=O)c1ccc(C(=O)N2CCCCCCC2)cc1 | 10 | 4 | 0 | -1.5 | 0 | -18 | -2 | 10
CC(NC(=O)COc1ccc(/C=N/NS(=O)(=O)c2ccccc2)cc1)c1ccccc1 (centres undefined) | 5 | -3 | -7 | -3.6 | -8 | -4 | 11 | 0
COc1ccc(-c2nnn(CC(=O)Nc3sc4c(c3C#N)CCCC4)n2)cc1 | 10 | 0 | -6 | 9.0 | 9 | -10 | 4 | 13
O=C(OCC(=O)N1CCN(C(=O)COC(=O)c2ccc(O)cc2O)CC1)c1ccc(O)cc1O | -9 | 5 | 1 | -2.9 | 6 | 1 | -5 | 2
Cc1c(N=Cc2ccco2)c(=O)n(-c2ccccc2)n1C | 3 | 1 | -1 | 0.7 | -2 | 0 | -9 | 7
CC(/C=N/NC(=O)Cn1cnc2ccccc21)=C\c1ccccc1 | 9 | 0 | -3 | 9.6 | 0 | -10 | 2 | 0
C/C(=N\NC(=O)c1ccc(O)cc1)c1cccc(NC(=O)c2ccc(Cl)cc2)c1 | -38 | -3 | -3 | 0.3 | 6 | 5 | 6 | -6
COC(=O)c1ccc(C(C2C(=O)CC(C)(C)CC2=O)C2C(=O)CC(C)(C)CC2=O)cc1 | 3 | -4 | -5 | -0.4 | 5 | -1 | -15 | -5
CCNc1nc(NCC)n2c(SCC(=O)Nc3ccc(C)cc3Br)nnc2n1 | 8 | 8 | 3 | -0.2 | 0 | 3 | 5 | 10
CC1CC(C)CN(C(=O)CN(C)S(=O)(=O)c2ccc3c(c2)c(=O)n(C)c(=O)n3C)C1 (centres undefined) | -5 | -3 | -2 | 1.9 | 0 | -6 | 1 | -16
CC1=NN(c2ccc(C)cc2C)C(=O)C1C(c1ccccc1O)C1C(=O)N(c2ccc(C)cc2C)N=C1C (centres undefined) | -1 | -1 | -1 | -0.2 | -8 | -6 | 9 | 13
